Screening data from PubChem.
697 NFkB inh: inhibitors of PMA/ionomycin-induced NF-kB reporter, 697 cells, primary screen, B-cell NF-kB inhibitor project, cell-based, luminescence, uHTS. 697 B-cell NF-kB luciferase reporter, 16 h. 330,000 tested, 0.33% active. inhibition, % at 4 µM. AID 435022, 2010; in the data active means inhibition above about 35%
EBI2 antag: EBI2 receptor antagonists, beta-arrestin recruitment, primary screen, cell-based, luminescence, 7a,25-OHC stimulation, uHTS; 360,000 tested, 0.81% active; 7a,25-OHC stimulated; G-protein coupled receptor 183 (Homo sapiens), P32249; inhibition, % at 5 µM; in the data active means inhibition above about 38%;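 further: enzyme fragment complementation signal reports receptor beta-arrestin coupling in cells; 0% = agonist plus DMSO wells and 100% = wells without agonist; some results beyond the cut were filed as inactive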
Gli-Sufu block: Gli-Sufu pathway antagonists, primary screen, luciferase luminescence, Sufu-KO-LIGHT cells, uHTS; AID 588413, 2011; 340,000 tested, 0.74% active; Sufu-KO-LIGHT fibroblasts, Gli luciferase reporter luminescence; inhibition, % at 5 µM;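 active means inhibition above about 55%, limit read from the data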;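 further: 0% = DMSO-treated cells and 100% = wells with medium but no cells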
Jurkat NFkB inh: inhibitors of induced NF-kB luciferase reporter, primary screen, TCR NF-kB activation inhibitor project, cell-based, luminescence, uHTS; 330,000 tested, 0.53% active; inhibition, % at 4 µM; Jurkat, PMA/ionomycin-induced NF-kB luciferase reporter; in the data active means inhibition above about 50%
CCR6 antagonist: CCR6 receptor antagonists, primary screen, cell-based, CHO-K1, luminescence, beta-arrestin, uHTS; CHO-K1 CCR6 PathHunter beta-arrestin, CCL20-stimulated; inhibition, % at 20 µM; 340,000 tested, 0.49% active; AID 493098, 2011;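 active means compounds whose inhibition of the agonist-driven luminescence signal at 20 µM reaches about 50%, limit read from the data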;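 further: cells stimulated with CCL20 at 14 nM final; plate controls were DMSO with CCL20 for no effect and DMSO without agonist for full effect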
Target sequence (P51684 whole entry, looked up): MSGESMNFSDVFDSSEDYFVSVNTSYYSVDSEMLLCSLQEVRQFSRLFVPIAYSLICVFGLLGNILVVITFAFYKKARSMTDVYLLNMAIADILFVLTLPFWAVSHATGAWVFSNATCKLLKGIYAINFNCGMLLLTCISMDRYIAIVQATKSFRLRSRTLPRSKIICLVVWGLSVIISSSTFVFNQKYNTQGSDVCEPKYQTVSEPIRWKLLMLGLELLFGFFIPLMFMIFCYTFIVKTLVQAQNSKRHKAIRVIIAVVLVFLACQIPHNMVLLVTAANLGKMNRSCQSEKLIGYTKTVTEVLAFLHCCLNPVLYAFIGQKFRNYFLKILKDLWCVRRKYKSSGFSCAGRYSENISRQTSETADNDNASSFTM
CXCR6 inh: CXCR6 receptor inhibitors, primary screen, cell-based, beta-arrestin, luminescence, CHO-K1 PathHunter, 1536-well; C-X-C chemokine receptor type 6 (Homo sapiens), O00574; inhibition, % at 20 µM; 360,000 tested, 0.36% active; AID 602244, 2012; in the data active means inhibition above about 34%, passing the limit was not always enough;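 further: antagonist mode with CXCL16 agonist at 10 nM final; 0% = 10 nM CXCL16 with DMSO and 100% = unstimulated wells without agonist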
Target sequence (O00574 whole entry, looked up): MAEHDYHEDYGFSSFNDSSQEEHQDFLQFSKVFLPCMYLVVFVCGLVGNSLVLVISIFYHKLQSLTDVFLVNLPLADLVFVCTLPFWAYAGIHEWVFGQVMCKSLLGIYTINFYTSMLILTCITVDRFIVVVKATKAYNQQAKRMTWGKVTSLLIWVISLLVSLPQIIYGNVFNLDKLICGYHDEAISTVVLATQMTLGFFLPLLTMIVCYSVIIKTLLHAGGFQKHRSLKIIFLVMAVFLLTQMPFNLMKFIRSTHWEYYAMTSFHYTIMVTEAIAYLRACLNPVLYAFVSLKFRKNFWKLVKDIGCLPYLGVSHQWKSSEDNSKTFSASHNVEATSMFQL
APJ antag: antagonists of human apelin receptor APJ, primary screen, CHO-K1 cells, beta-arrestin complementation, luminescence. 330,000 tested, 0.32% active. AID 2521, 2010. inhibition, % at 20 µM;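 active means inhibition above about 40% at 20 µM, limit read from the data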;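 further: cells challenged with 10 nM apelin-13 agonist together with compound; plate controls were apelin-13 plus DMSO wells for no effect and DMSO wells lacking apelin-13 for full effect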
UBC13 inh: UBC13 polyubiquitin chain formation inhibitors, primary screen, biochemical, TR-FRET, uHTS; 330,000 tested, 0.47% active; inhibition, % at 20 µM; AID 485273, 2010; Ubiquitin-conjugating enzyme E2 N (Homo sapiens), P61088; in the data active means inhibition above about 45%, passing the limit was not always enough
Target sequence (P61088 whole entry, looked up): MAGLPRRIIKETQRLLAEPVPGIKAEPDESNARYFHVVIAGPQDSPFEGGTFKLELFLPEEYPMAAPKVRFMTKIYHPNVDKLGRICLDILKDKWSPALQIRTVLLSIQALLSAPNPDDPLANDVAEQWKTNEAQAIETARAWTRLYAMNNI
* marks the source's active call; other numbers are inactive results; . = not tested or not shown.

SMILES	697 NFkB inh	EBI2 antag	Gli-Sufu block	Jurkat NFkB inh	CCR6 antagonist	CXCR6 inh	APJ antag	UBC13 inh
O=C(Nc1cccc([N+](=O)[O-])c1)c1ccc(-c2ccccc2)cc1	1	0	-14	-34	12	3	6	-3
CC(=O)OCCn1c2nc(=O)[nH]c(=O)c-2nc2cc(C)c(C)cc21	-2	0	-13	-8	3	-8	-21	-214
CC(C)(C)C(=O)Nc1ccc(C(=O)N/N=C/c2ccccc2OC(=O)c2ccccc2)cc1	0	-5	-28	19	9	-3	3	-8
Cc1ccc(C(=O)N2CCOCC2)cc1S(=O)(=O)N1CCCCC1	11	2	5	-1	0	-2	-10	-2
O=c1[nH]c(N2CCc3ccccc3C2)nc2c1CCC2	7	-11	8	-3	10	-4	-1	2
CCOC(=O)Cc1csc(NC(=O)c2cc3c(s2)CCCC3)n1	-49	5	-36	-7	-1	-5	-17	14
NC(=O)Cc1nc(-c2ccc(Br)cc2)cs1	-6	-6	-11	-1	11	-8	1	6
Cc1nnc(NC(=O)C2CSC3(C)CCC(=O)N23)s1 (centres undefined)	16	-15	-5	20	-1	1	19	-2
CCOc1cc(C2c3c(oc4cc(C)c(Cl)cc4c3=O)C(=O)N2Cc2ccco2)ccc1O (centres undefined)	-5	9	-4	-7	-2	1	-8	2
CCc1nnc(SCC(=O)Nc2nccs2)n1CC	11	-7	-2	6	-7	1	12	-2
CC(=O)NCCC(=O)Nc1cc(S(=O)(=O)N2CCCCC2)ccc1Oc1ccccc1	-19	-1	-10	-1	-1	4	6	-8
Cc1ccc(C(=O)C2CCN(CC(=O)Nc3ccccc3C)CC2)cc1	1	14	3	12	11	3	-5	6
CC1Oc2ccccc2N(CC(=O)NC2CCCC2)C1=O (centres undefined)	-4	8	18	-7	5	2	16	2
O=C(O)COc1ccc(=O)n(-c2ccccc2)n1	9	-2	-17	-10	-3	-6	-13	-11
Brc1ccc(OCCOCCN2CCOCC2)cc1	12	2	5	1	11	8	13	4
CCOC(=O)CN(C(=O)CNC(=O)c1ccco1)C(C(=O)NC1CCCCC1)c1cccs1 (centres undefined)	-19	6	5	-19	2	-2	8	-2
O=C(CSc1ncccn1)N1CCc2ccccc2C1	-2	-10	-11	-1	1	6	8	-10
CCCCN(C(=O)c1c(C)noc1C)c1c(N)n(CCC)c(=O)[nH]c1=O	3	-18	3	-3	0	-7	-2	11
CC(C)Oc1ccc(C(=O)OCC(=O)NCCNC(=O)COC(=O)c2ccc(OC(C)C)cc2)cc1	9	0	-6	1	19	-2	-7	6
COc1ccc(NC(C)=O)cc1NC(=O)CSc1nc2ncccc2[nH]1	-9	-2	-5	-10	3	0	2	1
COCCNc1nc2c(c(=O)n(Cc3ccc(OC)cc3)c(=O)n2C)n1C	19	-7	0	-6	-7	-2	-3	6
CC/C(=N\NC(C)=O)c1ccc(OC(F)F)cc1	12	.	.	2	.	.	3	-5
COc1cccc(/C(C)=N/NC(=O)Cc2c(C)[nH][nH]c2=O)c1	8	-9	-1	11	1	1	7	-10
NC(=O)COC(=O)c1ccc(C(=O)C(=O)c2ccccc2)cc1	3	1	-9	1	8	2	8	5
C(=C\c1ccccc1)/CSc1nc2ncccc2[nH]1	-9	-6	-14	-11	5	-13	2	0
COc1cc(NS(=O)(=O)c2cc(C)ccc2OC)c(OC)cc1Cl	13	5	9	-7	-3	5	3	8
C=CCSc1nnc(NC(=O)c2ccc(Cl)nc2)s1	-23	-1	-3	-1	-4	5	1	-5
CC1CCc2sc(C(=O)NCC(C)(C)N3CCOCC3)cc2C1 (centres undefined)	5	-1	41	16	7	4	10	1
Cc1ccc(Cl)cc1NC(=O)COC(=O)c1ccc(CN2CCCC2=O)cc1	22	-2	1	9	12	-1	0	-6
COc1cc([C@@H]2c3cc4c(cc3[C@H](O)[C@H]3COC(=O)[C@H]23)OCO4)cc(OC)c1OC	-327	-12	47	73*	-3	1	5	9

Four of the compounds above, in markdown:
| SMILES | 697 NFkB inh | EBI2 antag | Gli-Sufu block | Jurkat NFkB inh | CCR6 antagonist | CXCR6 inh | APJ antag | UBC13 inh |
| --- | --- | --- | --- | --- | --- | --- | --- | --- |
| COc1cccc(/C(C)=N/NC(=O)Cc2c(C)[nH][nH]c2=O)c1 | 8 | -9 | -1 | 11 | 1 | 1 | 7 | -10 |
| NC(=O)COC(=O)c1ccc(C(=O)C(=O)c2ccccc2)cc1 | 3 | 1 | -9 | 1 | 8 | 2 | 8 | 5 |
| C(=C\c1ccccc1)/CSc1nc2ncccc2[nH]1 | -9 | -6 | -14 | -11 | 5 | -13 | 2 | 0 |
| COc1cc(NS(=O)(=O)c2cc(C)ccc2OC)c(OC)cc1Cl | 13 | 5 | 9 | -7 | -3 | 5 | 3 | 8 |

The listing continues:
SMILES	697 NFkB inh	EBI2 antag	Gli-Sufu block	Jurkat NFkB inh	CCR6 antagonist	CXCR6 inh	APJ antag	UBC13 inh
CCNc1nc(NCC)nc(Nn2cnnc2)n1	4	-8	2	0	9	-3	-10	12
CCOC(=O)CC(=O)CSc1ccc2nnc(-c3cccc(F)c3)n2n1	17	-7	1	5	-1	-1	-2	9
Cc1ccc(-n2c(=O)c(C#N)cc3c(=O)n4cccc(C)c4nc32)cc1	8	-15	5	16	-5	6	7	6
CCOC(=O)C(=O)c1csc(NC(=O)CCSc2ccc(C)cc2)n1	-9	-12	5	-5	-4	-1	-24	-18
NS(=O)(=O)c1cccc(NC(=O)COC(=O)Cc2n[nH]c(=O)c3ccccc23)c1	11	0	2	6	15	-5	13	-6
O=C(NCCCN1CCOCC1)C1CCCN(S(=O)(=O)N2CCCCC2)C1 (centres undefined)	-4	-4	10	5	-16	-1	22	0
Cc1cccc(-n2c(Cc3cc(=O)[nH]c(=O)[nH]3)nnc2SC(C)C)c1	6	-3	4	14	1	-4	10	5
Cc1cccc(NCc2ccccc2)c1	29	-5	-1	-2	7	-6	9	6
CCOc1ccc(N=C2C(=O)N(CN3CCOCC3)c3ccccc32)cc1	-20	-12	7	-14	59*	19	38	-26
CCCn1c(SCC(=O)N2CC(=O)Nc3ccccc32)nc2ccccc21	8	-3	-3	7	-1	-2	-1	8
CCCN(C(=O)c1cc(CC)c(C)s1)c1c(N)n(Cc2ccccc2)c(=O)[nH]c1=O	6	4	-2	5	1	7	6	-2
CN(C)S(=O)(=O)c1ccc(-n2cccc2)cc1	-5	-1	14	9	4	0	8	-3
O=C(O)/C=C\c1cn(-c2ccccc2)nc1-c1cc2ccccc2o1	23	-3	-5	-2	-13	3	8	-8
Cc1ccccc1NC(=O)CSc1nnc(C)c2ccccc12	-9	-8	-20	21	-8	8	15	12
COc1cccc(NC(=O)c2ccc3c(SCC(=O)O)c4c(nc3c2)CCCC4)c1	13	-2	-3	1	0	10	17	-24
NC(=S)NN=C1C2CC3CC(C2)CC1C3	6	0	18	5	-2	5	-19	0
COc1cccc(C(=O)Nc2ccccc2N2CCCC2)c1	-31	3	2	-4	14	11	-14	-8
COCCC(=O)N1CCC(Oc2ccc(C(=O)N3CCCCC3CCO)cc2)CC1 (centres undefined)	12	-4	6	2	-9	5	13	-2
COc1ccc(S(=O)(=O)N(C)CC(=O)NCc2cccnc2)cc1Cl	-2	-18	13	-19	12	-2	-6	-14
O=C(c1ccc(S(=O)(=O)Nc2ccccc2)cc1)N1CCC1	8	-1	-4	9	-5	10	23	6
Cc1cccn2c(=O)c(/C=C(\C#N)C(N)=O)c(N3CCCCCC3)nc12	24	0	15	-20	17	4	7	22
COc1ccc(SC[C@H](Cc2ccccc2)N2CC[C@@H](C(C)(C)C)CCC2=O)cc1	21	30	2	-11	32	15	2	6
COc1ccc(C(C)NC(=O)c2cccc([N+](=O)[O-])c2)cc1OC (centres undefined)	-1	-10	1	12	2	-8	-6	0
S=C(Sc1ccc(Cl)cc1)Sc1ccc(Cl)cc1	2	.	.	27	.	.	30	1
CC(=O)N1CCC2(CC1)C/C(=N\NC(=S)Nc1ccccc1C)c1cc(O)ccc1O2	0	5	-4	6	4	-3	-3	6
COc1cccc(CNC(=O)Cn2nc(-c3ccc(Cl)cc3)ccc2=O)c1	-40	1	-3	-1	1	4	-15	-6
O=C(COc1ccc(S(=O)(=O)NCc2ccccc2)cc1Cl)NCc1ccccn1	7	-3	1	4	-3	-8	3	2
Cc1ccc(-n2nnnc2CNC(=O)C2CC(=O)N(c3ccccc3)C2)cc1C (centres undefined)	3	-1	-13	-12	11	-8	24	7
Cc1ccc(S(=O)(=O)NC2CCC(C(=O)O)CC2)cc1 (centres undefined)	-18	-3	-5	-5	9	-6	1	-8
COCCn1c(SCC(=O)NCc2cccs2)nnc1-c1ccc(OC)cc1	13	-7	3	3	8	-8	16	-1

Another view of four compounds above:
Each structure is followed by: 697 NFkB inh | EBI2 antag | Gli-Sufu block | Jurkat NFkB inh | CCR6 antagonist | CXCR6 inh | APJ antag | UBC13 inh
Cc1cccn2c(=O)c(/C=C(\C#N)C(N)=O)c(N3CCCCCC3)nc12
→ 24 | 0 | 15 | -20 | 17 | 4 | 7 | 22
COc1ccc(SC[C@H](Cc2ccccc2)N2CC[C@@H](C(C)(C)C)CCC2=O)cc1
→ 21 | 30 | 2 | -11 | 32 | 15 | 2 | 6
COc1ccc(C(C)NC(=O)c2cccc([N+](=O)[O-])c2)cc1OC (centres undefined)
→ -1 | -10 | 1 | 12 | 2 | -8 | -6 | 0
S=C(Sc1ccc(Cl)cc1)Sc1ccc(Cl)cc1
→ 2 | . | . | 27 | . | . | 30 | 1

(list continues)
SMILES	697 NFkB inh	EBI2 antag	Gli-Sufu block	Jurkat NFkB inh	CCR6 antagonist	CXCR6 inh	APJ antag	UBC13 inh
CCSc1nsc(NC(=O)Nc2ccccc2Cl)n1	.	-1	-25	.	-3	-23	.	.
Cc1nnc(SCC(=O)N2c3ccccc3Sc3ccccc32)n1N	3	-3	6	6	5	-5	9	-7
Cc1cn2c(nc1=O)OC1C(O)C(COC(=O)c3ccccc3)OC12 (centres undefined)	26	-1	-7	-3	-6	1	2	6
O=[N+]([O-])c1cccc(-c2c(-c3ccccc3)ncc3ccc(F)cc23)c1	6	-6	-11	-9	11	10	28	9
COc1nccnc1NS(=O)(=O)c1ccc(N=Cc2c(C)[nH]n(-c3ccc(Cl)cc3)c2=O)cc1	12	.	.	6	.	.	15	6
CN(C)Cc1nc2c(c(=O)[nH]1)C1(CCCCC1)Cc1ccccc1-2	25	-5	1	-17	33	28	17	7
COc1ccc(/C=C(\NC(=O)c2ccc(C)cc2)C(=O)Nc2c(C)n(C)n(-c3ccccc3)c2=O)cc1	5	-8	4	8	-12	-1	6	-1

CCR6 antagonist: hit marks shown above
Structure | 697 NFkB inh | EBI2 antag | Jurkat NFkB inh | CCR6 antagonist | CXCR6 inh | APJ antag | UBC13 inh
CCOc1ccc(N=C2C(=O)N(CN3CCOCC3)c3ccccc32)cc1 | -20 | -12 | -14 | 59* | 19 | 38 | -26
